Bioassay records from PubChem.
D2 ag: agonists of human D2 dopamine receptor | P14416 | HEK293 T-REx D2 cells, calcium flux agonist mode | activation, % at 2 µM | hit rate 0.53% among 340,000;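 active = activation over 3 SD above normal in the single-dose calcium agonist read, cut at about 30% in these data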; note: 0% is about no effect
Target sequence (P14416 whole entry, looked up): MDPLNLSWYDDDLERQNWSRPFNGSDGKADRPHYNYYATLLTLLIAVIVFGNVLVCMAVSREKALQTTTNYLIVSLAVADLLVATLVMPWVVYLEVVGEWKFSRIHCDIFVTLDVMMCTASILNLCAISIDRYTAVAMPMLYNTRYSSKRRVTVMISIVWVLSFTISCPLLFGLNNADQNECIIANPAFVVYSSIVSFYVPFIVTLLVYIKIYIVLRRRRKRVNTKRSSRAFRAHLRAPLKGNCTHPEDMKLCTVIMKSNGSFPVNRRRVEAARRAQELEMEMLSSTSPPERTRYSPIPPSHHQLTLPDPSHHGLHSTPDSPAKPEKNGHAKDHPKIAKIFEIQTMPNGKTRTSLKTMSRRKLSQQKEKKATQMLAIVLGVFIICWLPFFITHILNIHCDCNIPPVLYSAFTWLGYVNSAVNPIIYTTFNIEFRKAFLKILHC
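Tetracycline-induced HEK293 Trex cells with D2 receptor force-coupled to calcium signaling, plated overnight at 30 C and loaded with no-wash calcium dye. Calcium flux read kinetically for 180 s after compound addition; responses flag agonists.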
RXFP1 antag: antagonists of human relaxin receptor RXFP1. hit rate 0.59% among 350,000. HEK293-RXFP1, relaxin-stimulated cAMP HTRF, 30 min; hits give low values. activity change, negative = inhibition, % at 57.5 µM. Q9HBX9;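 active = activity change of -60% or lower, but not beyond a set lower limit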; note: % is set by controls: 0 for no effect and ±100 for the full control effect
TRHR ag: activates the human TRH receptor | activation, % at 2 µM | TRHR cells, calcium flux fluo-8, FDSS agonist mode | P34981 | hit rate 0.18% among 360,000 | AID 493084; note: 0% is about no effect
Target sequence (P34981 whole entry, looked up): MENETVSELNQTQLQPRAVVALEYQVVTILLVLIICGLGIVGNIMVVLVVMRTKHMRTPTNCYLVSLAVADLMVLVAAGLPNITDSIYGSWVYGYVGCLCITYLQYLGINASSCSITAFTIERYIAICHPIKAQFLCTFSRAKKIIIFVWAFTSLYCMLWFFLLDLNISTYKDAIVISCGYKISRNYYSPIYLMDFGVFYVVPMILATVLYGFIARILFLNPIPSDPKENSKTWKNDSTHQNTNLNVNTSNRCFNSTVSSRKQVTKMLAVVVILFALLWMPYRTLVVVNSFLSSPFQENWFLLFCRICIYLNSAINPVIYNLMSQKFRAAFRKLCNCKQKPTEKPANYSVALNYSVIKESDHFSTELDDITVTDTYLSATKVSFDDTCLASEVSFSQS
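Agonist-mode FDSS calcium read (Ex 480/Em 530, 1 s cycles) in 1536-well TRHR cells with fluo-8 dye, after 10-cycle baseline and 23 nL compound addition; TRH at EC20 (10 nM final) added afterwards for the enhancer phase.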
TRHR enhancer: allosterically enhances the human TRH receptor. enhancement, % at 2 µM. hit rate 0.66% among 360,000. AID 493056. TRHR cells, fluo-8 calcium fluorescence, EC20 TRH enhancement; in the data active = enhancement above about 30%; note: 0% is about no effect
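Enhancer read-out: after compound pinning and an initial kinetic agonist-mode read, an EC20 of TRH (10 nM final) was injected and fluo-8 calcium signal (Ex 480/Em 530) followed at 1 s/cycle for 100 cycles in TRHR-expressing cells.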
D1 agonist: activates the human D1 dopamine receptor. HEK293 T-REx D1 cells, calcium flux, agonist mode. activation, % at 2 µM. hit rate 1% among 360,000; note: 0% is about no effect
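Inducible HEK293 T-REx D1 cells, force-coupled to calcium signalling, were plated at 4000 cells/well with tetracycline and held overnight at 30 C. After no-wash calcium dye loading, compound-evoked calcium rise over 180 s flagged agonists.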
D2 antagonist: antagonists of human D2 dopamine receptor. P14416. HEK293 TREx D2 cells, calcium flux, dopamine EC80. inhibition, % at 10 µM. hit rate 2% among 340,000; in the data active = inhibition above about 30%; note: 0% is about no effect
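Antagonism is scored as inhibition of an EC80 dopamine-evoked calcium signal in a force-coupled, tetracycline-inducible HEK293 T-REx D2 line, with compound present 180 s before agonist.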
D2 PAM: positive allosteric modulators of human D2 dopamine receptor; P14416; HEK293 T-REx D2, calcium flux, EC20 dopamine potentiation; potentiation, % at 10 µM; hit rate 0.34% among 340,000; AID 485347;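 active = potentiation over 3 SD above the plate norm, cut at about 30% in these data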; note: 0% is about no effect
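Potentiation of an EC20 dopamine calcium response is measured in a force-coupled, tetracycline-inducible Hek293 Trex D2 line. Compound-only kinetic reads over 180 s flag agonists before dopamine addition.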
D1 antagonist: human D1 dopamine receptor antagonism. hit rate 3.2% among 360,000. P21728. HEK293 TREx D1 cells, calcium flux, dopamine EC80; hits give low values. activity change, negative = inhibition, % at 10 µM; in the data active = activity change below about -30%; note: % is set by controls: 0 for no effect and ±100 for the full control effect
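Antagonism measured as reduced calcium response to an EC80 dopamine addition following 180 s compound pre-read; cells were inducible HEK293 Trex D1 plated overnight at 30 C, read kinetically at 1 cycle/sec.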
D1 PAM: human D1 dopamine receptor positive modulation | P21728 | HEK293 TREx D1 cells, calcium flux, dopamine EC20 potentiation | potentiation, % at 10 µM | hit rate 0.036% among 360,000 | AID 504651; in the data active = potentiation above about 30%; note: 0% is about no effect
Numbers without * were called inactive; . = no result given; & = joins results of further samples. Cut-off read from the data, not from the text of the source, unless noted: active = activation above about 30%; inactive = the rest.

SMILES	TRHR enhancer	D2 antagonist	D2 ag	RXFP1 antag	D1 PAM	D2 PAM	D1 antagonist	TRHR ag	D1 agonist
CCCCN(CCCC)CCNC(=O)c1cc(-c2cccnc2)nc2ccc(S(=O)(=O)N3CCC(C)CC3)cc12	-20	.	-0.1	2	1	-1	-2	0.2	0
COc1ccc(C2NC(=S)NC3=C2CCCC3=C2SCCS2)cc1 (stereo not drawn)	-3	-6	0.5	-6	-7	-1	-21	-0.6	2
CCCSc1ncnc2c1c(-c1ccccc1)cn2-c1ccccc1OC	-2	.	0.2	-5	5	13	3	-0.2	5
CCn1cc(C(=O)NCCCN2CCC(C)CC2)c2cc(OC)c(OC)cc2c1=O	3	2	0.3	.	0	-10	-8	0.7	3
COc1cc(NC(=O)CCc2c(C)nn(-c3ccc4nncn4n3)c2C)cc(OC)c1OC	-1	.	.	0	-4	-5	19	-0.3	4
Cc1ccc2nsnc2c1N(S(C)(=O)=O)S(C)(=O)=O	7	-8	0.0	-5	-2	8	-10	0.2	3
COc1ccc(C2CC(C(F)(F)F)n3ncc(C(=O)NCC4CCCO4)c3N2)cc1OC (stereo not drawn)	-6	-2	-0.5	1	4	2	-4	-0.2	1
COc1ccc(CCNC(=O)C2CCC(CNS(=O)(=O)c3ccc(F)cc3)CC2)cc1OC (stereo not drawn)	-2	4	8.5	-3	-5	-6	-7	-0.5	3
Cc1cccc(N/C(=N\S(=O)(=O)c2ccccc2)C(F)(F)F)c1	9	1	-0.3	11	-1	12	0	-0.6	2
CCOc1ccc(NC(=O)CSc2nc3ccccc3c(=O)n2CCCC(=O)N2CCCC2)cc1	-6	-3	-0.7	2	0	2	1	-0.6	0
CCOCCn1c(-c2ccccc2)nc2ccccc21	-3	12	-1.0	7	1	-2	4	-0.9	3
CCCCNS(=O)(=O)c1ccc2nc(NC(=O)c3cccnc3)sc2c1	-3	.	0.2	-4	1	8	1	-0.1	0

Next section:
SMILES	TRHR enhancer	D2 antagonist	D2 ag	RXFP1 antag	D1 PAM	D2 PAM	D1 antagonist	TRHR ag	D1 agonist
O=C(NC(=S)NNC(=O)c1cc2ccccc2cc1O)c1ccco1	25	-11	0.2	-70*	-3	-4	5	-1.3	4
O=C(C=C=Nc1ccccc1)C(=O)N=C=Cc1ccccc1	-5	0	2.6	-61*	-7	-8	-12	7.1	13
N#CCCN(C(=O)CSc1nc2nc(-c3cccs3)cc(C(F)(F)F)c2c(=O)[nH]1)c1ccccc1	11	-8	0.6	5	1	11	2	-1.3	3
CNC(=O)c1[nH]cnc1C(=O)N[C@@H](Cc1ccccc1)C(=O)OC(C)(C)C	-2	2	.	.	0	1	12	-0.3	0
Cc1ccc(-n2nnc3c(=O)n(Cc4cccc(C)c4)cnc32)cc1	2	8	0.0	7	-3	3	-7	-1.2	7
O=C(COC(=O)Cc1ccccc1[N+](=O)[O-])NC1CCCC1	1	3	1.2	-29	-3	6	13	0.1	3
CCCOc1ccc(-c2cn3ccccc3n2)cc1[N+](=O)[O-]	-2	-2	-1.6	-14	4	8	-3	-2.2	5
O=C(CCn1cnc2ccccc2c1=O)NCc1ccccc1	7	.	0.9	.	0	-1	24	0.6	1
Cc1ccc(N2CC(C(=O)Nc3ccc(N4CCOCC4)cc3)CC2=O)cc1C (stereo not drawn)	-1	3	0.5	-1	-3	-2	2	1.0	2
CCOc1cc(-c2nc(-c3ccccc3)c(-c3cc([N+](=O)[O-])ccc3C)[nH]2)ccc1O	-21	-39	0.4	-14	-2	-9	-7	0.3	1
CCOC(=O)c1ccc(N2C(=O)CC(Sc3nc(C)cc(C)n3)C2=O)cc1 (stereo not drawn)	6	-8	0.1	-2	0	-11	-21	0.1	4
Fc1ccc(-c2cc(-c3nc(-c4ccccc4)no3)[nH]n2)cc1	1	.	0.4	-5	-4	-4	-4	0.4	2

(cont.)
SMILES	TRHR enhancer	D2 antagonist	D2 ag	RXFP1 antag	D1 PAM	D2 PAM	D1 antagonist	TRHR ag	D1 agonist
CC(=O)c1cc2c(cc1NS(=O)(=O)c1ccc(C)cc1)OCCO2	2	-2	0.7	1	6	0	-37*	-0.5	1
C[C@H](NC(=O)c1nc[nH]c1C(=O)N1CCN(C(=O)OC(C)(C)C)CC1)C(=O)OCc1ccccc1	2	-7	0.5	.	4	0	3	-0.9	-1
Cc1ccc(N(CC(=O)NCc2ccncc2)S(C)(=O)=O)cc1Cl	1	11	-0.6	-6	4	-1	33	-0.5	5
N#Cc1cn(-c2ccccc2)nc1-c1ccco1	14	-6	1.4	-6	-1	7	-2	-1.3	2
CC(C)c1ccc(NS(=O)(=O)c2ccc3nc(-c4ccccc4)[nH]c3c2)cc1	3	.	2.0	-69*	-1	-3	-20	1.4	13
COc1ccc(CNC(=O)CCN2C(=O)[C@@H]3Cc4ccccc4CN3C2=O)cc1	12	4	0.6	1	3	3	-16	0.0	1
CC(NC(=O)c1ccc(CS(C)(=O)=O)cc1)c1ccc(-c2ccccc2)cc1 (stereo not drawn)	5	-5	0.2	-13	2	-1	8	0.3	2
O=C(CCS(=O)(=O)c1ccc(Cl)cc1)NCCc1c[nH]c2ccccc12	3	9	0.5	14	2	-5	-3	-0.5	-3
CN(CCc1ccccn1)C(=O)CC1C(=O)NCCN1Cc1ccc(-c2ccccc2)cc1 (stereo not drawn)	0	10	1.2	-17	-8	16	0	0.2	1
CN1CCC(=NNC(=O)C(=O)Nc2ccccc2)CC1	6	11	0.7	-13	-6	-5	-14	0.0	1
COCCCNC(=O)CN1C(=O)CSc2ccc(S(=O)(=O)N3CCOCC3)cc21	1&2	4	-0.2	-3&6	-3&-1	7&-7	-5&-9	0.0&0.0	7&-3
O=C(CN(Cc1ccc(Br)cc1)S(=O)(=O)c1ccccc1)NCc1ccncc1	-3	0	-1.1	-4	-5	18	20	-0.4	0

Shown with each value named: four of the compounds above
compound: Cc1ccc(N(CC(=O)NCc2ccncc2)S(C)(=O)=O)cc1Cl
  TRHR enhancer: 1 | D2 antagonist: 11 | D2 ag: -0.6 | RXFP1 antag: -6 | D1 PAM: 4 | D2 PAM: -1 | D1 antagonist: 33 | TRHR ag: -0.5 | D1 agonist: 5
compound: C[C@H](NC(=O)c1nc[nH]c1C(=O)N1CCN(C(=O)OC(C)(C)C)CC1)C(=O)OCc1ccccc1
  TRHR enhancer: 2 | D2 antagonist: -7 | D2 ag: 0.5 | RXFP1 antag: . | D1 PAM: 4 | D2 PAM: 0 | D1 antagonist: 3 | TRHR ag: -0.9 | D1 agonist: -1
compound: Fc1ccc(-c2cc(-c3nc(-c4ccccc4)no3)[nH]n2)cc1
  TRHR enhancer: 1 | D2 antagonist: . | D2 ag: 0.4 | RXFP1 antag: -5 | D1 PAM: -4 | D2 PAM: -4 | D1 antagonist: -4 | TRHR ag: 0.4 | D1 agonist: 2
compound: O=C(C=C=Nc1ccccc1)C(=O)N=C=Cc1ccccc1
  TRHR enhancer: -5 | D2 antagonist: 0 | D2 ag: 2.6 | RXFP1 antag: -61* | D1 PAM: -7 | D2 PAM: -8 | D1 antagonist: -12 | TRHR ag: 7.1 | D1 agonist: 13

Going on with the list:
SMILES	TRHR enhancer	D2 antagonist	D2 ag	RXFP1 antag	D1 PAM	D2 PAM	D1 antagonist	TRHR ag	D1 agonist
CCN1CCN(C(=O)c2ccc(COc3ccc(Cl)cc3)o2)CC1	-6	-10	0.2	-14	-9	-19	-12	0.0	4
Cc1ccc(-c2nnc(SC(C)C#N)n2N)cc1 (stereo not drawn)	-5	5	0.2	3	-5	1	13	0.7	0
CCCCCCCCCCCC(=O)c1c(O)cccc1O	-9	-9	0.5	12	5	-7	1	0.4	-1
Cc1noc(C)c1CSCC(=O)Nc1cc(Cl)ccc1N1CCCCC1	6	.	.	-30	-6	.	15	0.8	2
Cc1ccc(-c2csc(N3CCC(C(N)=O)(N4CCCCC4)CC3)n2)cc1	0	-1	0.4	-7	.	2	-6	-0.1	3
Cc1ccc2c(c1)nnn2C1CCN(CC(=O)NCCc2nc3ccccc3[nH]2)CC1	19	10	0.6	7	1	10	-25	-1.1	-1
COCCCN1CN=C(NS(=O)(=O)c2ccc(NC(C)=O)cc2)NC1	4	.	-1.7	.	-2	12	3	-3.3	1
Cc1ccc(C)c(N2CCN(C3(c4ccccc4)C(=O)c4ccccc4C3=O)CC2)c1	4	.	-0.3	-19	-2	4	-3	0.9	3
Cc1cc(C)c(NC(=O)/C(=C/c2ccccc2)c2ccccc2)c(C)c1	2	1	-1.0	-26	7	13	12	-1.0	2
COc1ccc(NC(=O)CS(=O)CC(=O)Nc2ccc(OC)c(OC)c2)cc1 (stereo not drawn)	0	2	-1.0	7	-1	5	10	-0.6	2
COc1ccccc1-c1nnc(C2CCN(S(=O)(=O)c3ccccc3)CC2)o1	2	.	0.1	-13	-2	-1	-4	0.2	-1
CCN(CC)S(=O)(=O)c1ccc(C)c(NC(=O)Cn2cnc3cc([N+](=O)[O-])ccc3c2=O)c1	-2	-4	-0.6	4	-3	13	3	0.0	1

Next part
SMILES	TRHR enhancer	D2 antagonist	D2 ag	RXFP1 antag	D1 PAM	D2 PAM	D1 antagonist	TRHR ag	D1 agonist
CC(C)(C)C1CCC(=O)C(C2(O)C(=O)Nc3ccccc32)C1 (stereo not drawn)	8	10	-0.7	-7	1	-3	4	2.1	3
COc1ccc(Cl)cc1NS(=O)(=O)c1cccc(C(=O)NCC2(N(C)C)CCCCC2)c1	0	-31	-0.6	-10	-1	-24	-3	0.8	13
CN(C)/C=C1\NC(=S)N(c2ccc(Cl)cc2)C1=O	-2	-1	0.0	-32	-2	8	6	1.3	0
COc1ccc(C)cc1N(C(=O)c1ccco1)C(C(=O)NC1CCCC1)c1ccc(N2CCOCC2)cc1 (stereo not drawn)	6	-7	0.0	0	-5	-5	-5	-0.6	2
CCCOc1nc2c(c(=O)n(C)c(=O)n2C)n1C	12	18	0.7	-12	-2	3	11	0.7	1
O=C(NCc1nc2ccccc2[nH]1)C1=C[C@@H](c2ccc3c(c2)OCO3)C[C@@H](OCc2ccc(CO)cc2)O1	0	-7	1.1	.	-3	17	-8	0.5	8
CCCCCCNC(=O)CC(NS(=O)(=O)c1ccc(OC)cc1)C(C)C (stereo not drawn)	-6	6	1.1	-5	-3	11	27	-0.3	-1
O=C1CCCc2nn(-c3ccccc3)nc21	1	-24	-0.5	-6	-4	3	-1	-0.2	0
COC(=O)C1=NN(C(=O)c2cccc(Br)c2)C(O)(c2ccc(Cl)cc2)C1 (stereo not drawn)	2	-7	10	-21	1	-12	-9	16	106*
CCc1cc2cc(C)c(C)cc2nc1SCC(=O)NNC(=O)c1ccco1	1	-12	-0.1	-22	7	22	18	0.1	1
CCC(=O)C1CCCN(C(=O)CCc2nnc(C3(c4ccc(Cl)cc4)CCC3)o2)C1 (stereo not drawn)	-2	1	0.5	-24	2	-3	-14	1.1	2
CCOc1ccc2[nH]c(C)c(CN3CCOCC3)c(=O)c2c1	0	.	.	12	3	-4	-20	0.0	0
CSc1cccc(-c2nnc(NC(=O)c3ccc4c(c3)OCCO4)o2)c1	1	.	1.3	13	0	-7	1	0.0	-1
CCOc1ccc(CSC2=NCCN2)cc1[N+](=O)[O-]	0	-9	0.6	18	-1	-4	4	1.1	3
O=C1CC(NS(=O)(=O)c2cccnc2)CN1c1ccccc1 (stereo not drawn)	3	-9	0.3	-1	7	-4	8	-0.2	5
